Assay outcomes from PubChem.
A549 tox – A549 cytotoxicity, counter-screen for Nrf2 inhibitors; Potency, µM (series often up to 46 µM), for the others: top-dose activity change, negative = cytotoxicity, usual class: inhibitors; 390,000 compounds, 0.16% hits; A549 ARE-Fluc cells, CellTiter-Fluor viability, 18-24 h; AID 504648; note: % is set by controls: 0 for no effect and ±100 for the full control effect
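A549 ARE-Fluc cells in 5% FBS OPTI-MEM, 5000 cells/well, rested 2 h then exposed to compounds in concentration-response for 18-24 h at 37 °C. Viability by CellTiter-Fluor fluorescence (Ex 405/Em 525) after 30 min; luciferase luminescence (BugLite, 15 min, RT) read afterwards.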
HepG2 viability – HepG2 cytotoxicity, counter-screen for TGF-b inhibitors; 410,000 compounds, 0.76% hits; Potency, µM (series often up to 46.1 µM), for the others: at the highest dose activity change, negative = cytotoxicity, usual class: cytotoxic; AID 588856; HepG2 CAGA-GFP viability, ATP luminescence, 18 h; note: some results filed as inactive show a strong effect at the top dose
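HepG2 CAGA-GFP cells (1000/well, DMEM with 1% FBS) received compound, then TGF-beta at 500 pg/mL final, and were incubated 18 hours at 37 degrees C. Viability was read by CellTiter-Glo luminescence. Media-only wells were set as complete cell-killing and DMSO as no toxicity.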
EPAC2 antagonist – antagonists of human EPAC2; Potency, µM (series often up to 114 µM), for the others: at the top dose activity, negative = inhibition, hits mostly inhibitors; EPAC2 GEF exchange of Rap1B-BODIPY-GDP, fluorescence; 360,000 compounds, 0.18% hits; AID 720708; Q8WZA2; note: % is set by controls: 0 for no effect and ±100 for the full control effect; nearly all actives have a fitted effect of over 45% in size; many of its hits are not listed in these tables
Target sequence (Q8WZA2 whole entry, looked up): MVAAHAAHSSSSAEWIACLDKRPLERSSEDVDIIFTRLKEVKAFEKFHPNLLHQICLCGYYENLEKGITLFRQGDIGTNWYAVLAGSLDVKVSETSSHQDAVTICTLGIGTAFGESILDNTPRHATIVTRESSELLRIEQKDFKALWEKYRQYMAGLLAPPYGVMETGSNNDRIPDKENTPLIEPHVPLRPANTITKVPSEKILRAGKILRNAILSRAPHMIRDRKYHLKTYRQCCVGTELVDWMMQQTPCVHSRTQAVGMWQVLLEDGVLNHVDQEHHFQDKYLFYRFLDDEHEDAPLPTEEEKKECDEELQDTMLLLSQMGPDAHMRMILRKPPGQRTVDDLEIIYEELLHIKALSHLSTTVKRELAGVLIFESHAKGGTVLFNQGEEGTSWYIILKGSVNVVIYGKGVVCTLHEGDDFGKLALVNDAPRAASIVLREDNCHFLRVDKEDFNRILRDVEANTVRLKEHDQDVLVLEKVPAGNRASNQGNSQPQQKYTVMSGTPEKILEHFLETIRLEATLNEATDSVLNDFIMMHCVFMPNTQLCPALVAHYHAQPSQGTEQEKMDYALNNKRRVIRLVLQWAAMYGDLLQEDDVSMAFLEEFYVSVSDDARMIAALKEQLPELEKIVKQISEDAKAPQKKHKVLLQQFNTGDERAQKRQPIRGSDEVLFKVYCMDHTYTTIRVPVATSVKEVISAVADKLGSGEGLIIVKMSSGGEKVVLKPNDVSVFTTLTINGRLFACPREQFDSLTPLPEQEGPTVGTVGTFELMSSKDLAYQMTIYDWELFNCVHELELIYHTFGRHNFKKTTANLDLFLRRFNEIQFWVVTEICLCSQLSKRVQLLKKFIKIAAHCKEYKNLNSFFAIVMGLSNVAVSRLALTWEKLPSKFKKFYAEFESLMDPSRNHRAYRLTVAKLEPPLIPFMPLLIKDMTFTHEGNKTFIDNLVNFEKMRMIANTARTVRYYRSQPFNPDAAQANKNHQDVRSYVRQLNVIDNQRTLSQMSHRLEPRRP
MCF10A rerep – induces DNA re-replication in MCF 10a normal breast cells. 350,000 compounds, 2.9% hits. AID 624296. Potency, µM (highest dose often 46.1 µM), without a hit: top-dose activity, positive = re-replication, most hits filed as activators. MCF 10A DNA re-replication, Hoechst nuclear intensity, 48 h; note: % of control where 0% means no effect; nearly all actives have a fitted effect of over 50% in size
ATXN viability – reduces viability in counter-screen for ATXN expression inhibitors. S2 cells (HEK-293 line with an ATXN2-luciferase reporter) viability, CellTiter-Fluor protease fluorescence, 24 h. 400,000 compounds, 0.49% hits. Potency, µM (series often up to 56.7 µM), actives largely listed as cytotoxic; note: nearly all actives have a fitted effect of over 40% in size
ATXN2 expr inh – inhibitors of ATXN2 expression. HEK-293 ATXN2-luciferase reporter, luminescence, 24 h. Potency, µM (series often up to 57 µM), for the others: at the top dose activity change, negative = inhibition, usual class: inhibitors. 360,000 compounds, 0.72% hits; note: % is set by controls: 0 for no effect and ±100 for the full control effect; nearly all actives have a fitted effect of over 55% in size
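qHTS (up to 57 uM final) was run with 24 h compound exposure of reporter cells at 37 °C. Each well was multiplexed: SteadyGlo luminescence measured ATXN2-luciferase expression after a fluorogenic Gly-Phe-AFC viability readout (25 uM final).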
Nrf2 inh – inhibitors of Nrf2 signaling; Potency, µM (titrated, usually from 46 µM), for the others: at the top dose activity change, negative = inhibition, usual class: inhibitors; A549 ARE-Fluc reporter, luciferase luminescence, 18-24 h; 360,000 compounds, 2.1% hits; note: % is set by controls: 0 for no effect and ±100 for the full control effect; nearly all actives have a fitted effect of over 60% in size
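Two sequential reads on A549 ARE_Fluc cells exposed to compound for 18-24 h: a CellTiter-Fluor fluorescence read for viability, then a luciferase luminescence read for Nrf2/ARE activity.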
Nrf2 ARE act – activates Nrf2 signaling | AREc32 ARE-luciferase reporter (MCF7-derived line), luminescence, 24 h | Potency, µM (doses to about 46.1 µM), for the others: at the highest dose activation, most hits filed as activators | 410,000 compounds, 0.31% hits; note: % of control where 0% means no effect; nearly all actives have a fitted effect of over 65% in size
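AREc32 cells carrying an ARE-driven firefly luciferase, 1000 cells/well in OPTI-MEM with 5% FBS, dosed after overnight attachment and incubated 24 hr at 37 deg C. Steady-Glo luminescence read after 30 min at RT.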
TGFb inhibitor – blocks TGF-b signaling; Potency, µM (series often up to 46.1 µM), for the others: at the top dose activity, negative = inhibition, actives largely listed as inhibitors; HepG2 CAGA-GFP TGF-b/SMAD3 reporter, GFP fluorescence, 18 h; TGF-beta stimulated, 500 pg/mL final; AID 588855; 410,000 compounds, 1.2% hits; note: % is set by controls: 0 for no effect and ±100 for the full control effect; nearly all actives have a fitted effect of over 65% in size
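Smad-responsive CAGA-GFP expression was quantified in HEPG2 cells exposed to compounds and 500 pg/mL final TGF-beta for 18 h at 37 degrees C; unstimulated wells defined full inhibition.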
* marks the source's active call; other numbers are inactive results; i = inactive; ? = inconclusive; nt = no result given; [ ] = another dose, or the depositor's remark. Calls come from the whole dose curve; as a rule, active = well fitted curve in the direction sought with a large enough effect; inconclusive = small, poorly fitted or top-dose-only effect, or another doubt; inactive = no such curve, though single readings can be large; an effect the other way counts as inactive or inconclusive. Potency is the fitted concentration of half-maximal effect.

SMILES	A549 tox	HepG2 viability	EPAC2 antagonist	MCF10A rerep	ATXN viability	ATXN2 expr inh	Nrf2 inh	Nrf2 ARE act	TGFb inhibitor
COc1cccc(-c2nnc(NC(=O)c3ccc4ncsc4c3)o2)c1	-10%	-17%	-4%	6.5µM*	i	-29%	?	-0.4%	-18%
CC(C)CNC(=O)c1cc(-c2ccc(Cl)c(Cl)c2)on1	4%	-2%	-4%	0%	i	43%[activator]	?	2.3%	0%
Fc1ccc(CSc2nncn2NCc2ccccc2)cc1	?	1%	14%[57.1 µM]	3%	i	2%	1%	-0.7%	10%
Cc1cc(OCc2cc(C(=O)NCCN3CCCCC3CO)no2)cc(C)c1Cl (stereo not drawn)	0%	-64%	0%	?	?	?	-11%	4.9%	0%
O=C(Cc1ccc(Cl)cc1)Nc1cccnc1Cl	nt	-15%	1%	nt	i	nt	nt	-0.3%	1%
CN(C)c1ccc(NC(=O)CCN2C(=O)c3cccc([N+](=O)[O-])c3C2=O)cc1	-2%	13%	9%	1%	i	23%	2%	-0.2%	12%
CCOC(=O)c1cc2c(=O)n3ccccc3nc2n(CC2CCCO2)c1=NC(=O)c1ccccc1OCC (stereo not drawn)	-4%	-28%	nt	nt	nt	12%	-13%[9.27 µM]	-0.3%	-17%
COc1ccc(/C=C/C(=O)c2cc(Br)ccc2OC(=O)c2ccco2)cc1OC	-3%	9%	11%	?	i	4%[11.3 µM]	-5%	-0.6%	-1%
Cc1occc1C(=O)N/N=C/c1c[nH]c2ccccc12	-5%	-22%	8%	-2%	i	80%[activator]	?	13%	14%
CCc1ccc(OCC(O)CNC(C)(C)C)cc1 (stereo not drawn)	-8%[1.84 µM]	0%	-4%	1%	i	-5%	0%	-0.2%	-7%
CC(C)(C)c1ccc(C(=O)N2CCCC2)s1	-3%	2%	-26%	-1%	i	nt	22%	-0.4%	7%
CN(Cc1ccccc1)C(=O)Cn1nnc(-c2ccccc2)c1COc1ccccc1	nt	-3%	-19%	nt	i	-7%	nt	0.0%[9.22 µM]	15%
Cc1c(C(=O)NCc2ccccc2CN2CCCC2)oc2ccccc12	2%	-21%	-14%	-10%	i	-27%	12%	3.6%	-1%
O=C1[C@@H]2CSCN2C(=O)CN1CCc1cccc(F)c1	nt	-11%	-5%	9%	i	4%	-7%	0.2%	12%
COc1cccc(C(=O)c2sc(Nc3ccc(F)c(Cl)c3)nc2N)c1	-4%	-3%	nt	nt	i	7%	-9%	5.1%	3%
O=C(CSc1nnc(-c2ccncc2)o1)c1cccc([N+](=O)[O-])c1	2%	-10%	-3%	-2%	i	?	8%	20%	-15%
O=C(CSc1nnc(-c2ccc(S(=O)(=O)N3CCCC3)cc2)o1)NCC1CCCO1 (stereo not drawn)	1%	5%	1%	0%	i	-14%	9%	2.9%	-1%
CCOC(=O)c1ccccc1NC(=O)Cn1ncc2c1-c1ccccc1OC2	-12%	6%	nt	nt	i	7%	-16%	0.5%	2%
Cc1ccnc(NC(=O)CCNS(=O)(=O)c2ccc(C)c(C)c2)c1	1%	6%	7%	0%	i	-28%	?	2.3%	4%
CCC(C)NC(=O)CSC1=Nc2ccccc2C2=NC(CCC(=O)NCc3ccco3)C(=O)N12 (stereo not drawn)	-7%	-2%	3%	0%	i	1%	-7%	-0.5%	0%
COc1ccc(/C=C/c2nc(C#N)c(N3CCN(c4ccccc4)CC3)o2)cc1OC	6%	-46%	nt	nt	nt	nt	11%	0.6%	?
Cc1cc(C)cc(OCc2ccc(C(=O)N3N=C(C(F)F)CC3(O)C(F)F)o2)c1 (stereo not drawn)	?	-68%	-7%	23µM*	i	-12%	?	2.1%	?
CCOC(=O)c1c(C)[nH]c(C)c1C(=O)CSc1nc2ccccc2c(=O)n1-c1ccc(Cl)cc1	-23%	-22%	-4%	?	?	?	?	4.6%	?
Cc1ccc2nc(SCC(=O)Nc3c(F)cccc3F)[nH]c2c1	0%	-8%	2%	-1%	i	6%[11.3 µM]	-27%	2.6%	-7%
CNc1oc(/C=C/c2cccc(OC)c2)nc1C#N	2%	-15%	1%	21µM*	?	nt	22%	23%	-9%

By substructure: those above with an NH in an aromatic ring.
SMILES	A549 tox	HepG2 viability	EPAC2 antagonist	MCF10A rerep	ATXN viability	ATXN2 expr inh	Nrf2 inh	Nrf2 ARE act	TGFb inhibitor
Cc1occc1C(=O)N/N=C/c1c[nH]c2ccccc12	-5%	-22%	8%	-2%	i	80%[activator]	?	13%	14%
CCOC(=O)c1c(C)[nH]c(C)c1C(=O)CSc1nc2ccccc2c(=O)n1-c1ccc(Cl)cc1	-23%	-22%	-4%	?	?	?	?	4.6%	?
Cc1ccc2nc(SCC(=O)Nc3c(F)cccc3F)[nH]c2c1	0%	-8%	2%	-1%	i	6%[11.3 µM]	-27%	2.6%	-7%

The listing picks up; the 5 compounds before the break are reprinted first.
SMILES	A549 tox	HepG2 viability	EPAC2 antagonist	MCF10A rerep	ATXN viability	ATXN2 expr inh	Nrf2 inh	Nrf2 ARE act	TGFb inhibitor
COc1ccc(/C=C/c2nc(C#N)c(N3CCN(c4ccccc4)CC3)o2)cc1OC	6%	-46%	nt	nt	nt	nt	11%	0.6%	?
Cc1cc(C)cc(OCc2ccc(C(=O)N3N=C(C(F)F)CC3(O)C(F)F)o2)c1 (stereo not drawn)	?	-68%	-7%	23µM*	i	-12%	?	2.1%	?
CCOC(=O)c1c(C)[nH]c(C)c1C(=O)CSc1nc2ccccc2c(=O)n1-c1ccc(Cl)cc1	-23%	-22%	-4%	?	?	?	?	4.6%	?
Cc1ccc2nc(SCC(=O)Nc3c(F)cccc3F)[nH]c2c1	0%	-8%	2%	-1%	i	6%[11.3 µM]	-27%	2.6%	-7%
CNc1oc(/C=C/c2cccc(OC)c2)nc1C#N	2%	-15%	1%	21µM*	?	nt	22%	23%	-9%
CC(C)(C)CC(=O)Nc1ccc(-c2nnc3n2CCCCC3)cc1	-6%	7%	8%	-7%	i	22%	3%	-0.1%	-2%
CC(C)(C)c1ccc(/C=C/C(=O)Nc2cccnc2)cc1	-24%	-6%	-20%	?	i	101%[activator]	24%	6.0%	2%
CCOC(CNCc1cc(C)c2[nH]c3ccccc3c2c1C)OCC	-25%	-77%	-4%	?	i	?	-15%	8.3%	?
COc1ccc(NC(=O)Cn2nnc(C(=O)NCc3ccc(C)cc3)c2N)cc1Cl	0%	6%	-1%	7%	i	4%	-1%	3.2%	23%
CC1(C)N=C(N)N=C(N)N1c1ccc(Oc2ccc(Cl)cc2)c(Cl)c1	2%	-33%	5%	74%	?	?	?	-0.3%	?
O=C(Cn1ccc2ccccc2c1=O)NCCC(=O)N1CCCCC1	-7%	8%	0%	0%	i	-11%	6%	-0.8%	24%
CCCCC(=O)NC(c1ccccc1OC)c1ccc2cccnc2c1O (stereo not drawn)	-25%	-8%	-4%	26%	i	4µM*	21µM*	-0.2%	?
Cc1ccnc(N2CCC(C(=O)Nc3ccc4c(c3)CCC4)CC2)n1	0%	-31%	-5%	1%	i	-11%	-3%	3.9%	9%
CN1C(=O)C(=O)N(CC(=O)N2CCc3ccccc32)C1=O	8%	-11%	6%	-3%	i	2%	nt	-0.5%	10%
S=C1NCN(C2CCCCC2)CN1Cc1ccccc1	2%	6%	-1%	-5%	i	1%	-26%	0.3%	2%
COc1ccccc1NC(=O)C1(C)Cc2ccccc2C(=O)O1 (stereo not drawn)	26%	-7%	-3%	6%	i	-4%	20%	2.5%	-10%
Cc1ccc(SCC(=O)Nc2ccc(F)cc2[N+](=O)[O-])cc1C	2%	39%	-12%	7%	i	-17%	-8%	-0.5%	29%
CCCCc1ccc(NC(=O)C2CCCO2)cc1 (stereo not drawn)	0%	-3%	10%	20%	i	32%[activator]	?	-0.6%	11%
O=C(Nc1cccc(Cl)c1)c1cc2c(=O)n3ccccc3nc2s1	2%	5%	-12%	-11%	i	-16%	-8%	0.0%	2%
Fc1ccc(-c2nnn(Cc3ccc(F)cc3Cl)n2)cc1	3%	-16%	-11%	9%	i	41%[activator]	?	4.9%	8%
c1ccc2nc(-c3ccncc3)ccc2c1	-13%	3%	10%	10%	i	46%[activator]	4%	0.1%	-19%
COc1cc2[nH]c(=O)n(CCCC(=O)NC3CCCCC3)c(=O)c2cc1OC	-3%	-24%	1%	-5%	i	0%	-20%	0.3%	?
COc1ccc(CCNC(=S)NC(=O)c2ccc(Br)cc2)cc1OC	1%	-28%	-1%	?	i	?	15µM*	2.7%	-25%
CC(=O)c1cccc(Nc2cc(C)nc3nc(Cc4ccccc4)nn23)c1	9%	-7%	nt	nt	i	3%	1%	3.8%	-22%
Cc1ccc(OCC(=O)N(Cc2ccccc2)C(C)C)c([N+](=O)[O-])n1	0%	14%	10%	-12%	i	6%	10%	-0.4%	-11%
CSc1nnc([C@@H]2CCCN2C(=O)OC(C)(C)C)o1	-1%	25%	-4%	0%	i	-19%	-5%	0.1%	9%
CC1(c2ccc(Cl)cc2)NC(=O)N(CC(=O)N2CCc3ccccc3C2)C1=O (stereo not drawn)	0%	-18%	-5%	5%	i	-12%	4%	0.0%	?
O=C(NC(=S)Nc1ccc2oc(=O)ccc2c1)c1cccc(Cl)c1	1%	-2%	1%	-1%	i	1%	-11%	0.0%	7%
CC1=C/C(=N\NC(=O)c2ccc(O)cc2)CC1	0%	-13%	6%	16%	i	-8%[11.3 µM]	0%	2.6%	-4%
O=C(NC(=S)N1CCN(c2ccccc2)CC1)c1c(F)cccc1F	-1%	-10%	-2%	1%	i	-3%	-3%	-0.4%	0%
COc1cccc(C(=O)N/N=C/c2cn[nH]c2-c2ccc(OC)cc2OC)c1	7%	1%	-8%	1%	?	2%	nt	0.1%	31%
O=C(Cc1ccccc1[N+](=O)[O-])Nc1ccccc1C(=O)N1CCCC1	1%	6%	6%	-5%	i	-7%	-1%	-0.2%	16%

Not all compounds are listed, so the mix of outcomes need not match the whole.
